FBW7 activator: human FBW7 E3 ligase activation, primary screen; Q969H0; AlphaScreen FBW7–phospho-cyclin E peptide binding, activator screen; normalized activity (activation), % at 26.1 µM; hit rate 0.13% among 650,000; in the data active = normalized activity above about 1.9%;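 note: purified mutant Fbw7 with reduced substrate affinity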
GPR151 ag: activators of human GPR151. Q8TDV0. PathHunter beta-arrestin GPR151 cells, luminescence. activation, % at 11.2 µM. hit rate 1% among 650,000. AID 1508602; in the data active = activation above about 4.9%;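 note: 0% = median of compound wells and 100% = cells with positive control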
Target sequence (Q8TDV0 whole entry, looked up): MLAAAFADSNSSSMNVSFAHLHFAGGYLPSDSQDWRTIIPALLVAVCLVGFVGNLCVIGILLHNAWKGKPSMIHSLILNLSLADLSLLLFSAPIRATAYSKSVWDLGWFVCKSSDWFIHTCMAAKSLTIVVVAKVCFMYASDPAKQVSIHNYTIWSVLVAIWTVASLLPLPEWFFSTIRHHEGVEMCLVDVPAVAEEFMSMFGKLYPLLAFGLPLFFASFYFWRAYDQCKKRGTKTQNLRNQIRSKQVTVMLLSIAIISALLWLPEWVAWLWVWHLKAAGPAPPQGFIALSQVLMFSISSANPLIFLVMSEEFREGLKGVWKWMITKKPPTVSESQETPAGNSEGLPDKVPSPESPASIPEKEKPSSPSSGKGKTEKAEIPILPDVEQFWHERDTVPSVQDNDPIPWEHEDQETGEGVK
TEAD-YAP block: TEAD-YAP interaction inhibition. AID 1259422. HEK-TIYL cells, TEAD-Gal4/YAP UAS-luciferase luminescence. hit rate 1.4% among 640,000. inhibition, % at 9.12 µM; in the data active = inhibition above about 32%;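 note: 0% = median of test compound wells and 100% = reference inhibitor wells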
MITF inh: human MITF inhibition, primary screen. AlphaScreen MITF homodimerization, bead proximity signal. inhibition, % at 2.6 µM. O75030. hit rate 0.91% among 650,000; in the data active = inhibition above about 50%;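 note: 0% = vehicle wells with protein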
Target sequence (O75030 whole entry, looked up): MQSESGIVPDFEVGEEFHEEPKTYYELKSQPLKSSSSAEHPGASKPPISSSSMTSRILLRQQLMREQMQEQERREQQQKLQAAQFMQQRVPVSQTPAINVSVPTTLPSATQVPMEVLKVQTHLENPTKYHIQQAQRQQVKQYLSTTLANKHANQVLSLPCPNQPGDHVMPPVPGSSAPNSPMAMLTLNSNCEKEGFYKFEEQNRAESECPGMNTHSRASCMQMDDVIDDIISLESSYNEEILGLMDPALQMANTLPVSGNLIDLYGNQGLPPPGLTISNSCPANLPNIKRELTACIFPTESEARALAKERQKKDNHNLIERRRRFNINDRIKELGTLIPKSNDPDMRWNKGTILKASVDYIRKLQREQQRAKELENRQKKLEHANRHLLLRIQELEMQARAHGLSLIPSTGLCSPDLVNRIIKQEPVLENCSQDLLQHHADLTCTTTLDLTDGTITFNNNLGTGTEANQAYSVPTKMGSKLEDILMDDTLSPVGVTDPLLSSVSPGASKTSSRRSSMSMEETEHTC
* hit, by the source's call; nt = not tested or not shown; & = joins results of further samples.

Start of the data: the first three entries as a preview:
SMILES | FBW7 activator | GPR151 ag | TEAD-YAP block | MITF inh
COc1ccc(OC)c(Cc2nnc(CCC(=O)N3CCCCC3c3nccs3)o2)c1 (stereo not given) | -0.1 | -0.2 | -50.7 | -10.5
COc1ccccc1CNS(=O)(=O)c1ccc(-n2cccn2)cc1 | 0.0 | -0.4 | -0.3 | -1.8
O=C(Nc1ccc(Br)cc1)c1cccc(S(=O)(=O)Nc2ccc(Br)cc2)c1 | 0.0 | -0.7 | 6.0 | -13.2

The listing, repeating the preview:
SMILES | FBW7 activator | GPR151 ag | TEAD-YAP block | MITF inh
COc1ccc(OC)c(Cc2nnc(CCC(=O)N3CCCCC3c3nccs3)o2)c1 (stereo not given) | -0.1 | -0.2 | -50.7 | -10.5
COc1ccccc1CNS(=O)(=O)c1ccc(-n2cccn2)cc1 | 0.0 | -0.4 | -0.3 | -1.8
O=C(Nc1ccc(Br)cc1)c1cccc(S(=O)(=O)Nc2ccc(Br)cc2)c1 | 0.0 | -0.7 | 6.0 | -13.2
Cc1ccc2c(c1)N(C(=O)Nc1cccc(Br)c1)CCO2 | -0.2 | -0.9 | 0.4 | 0.1
COc1ccc(OC)c(CN2CCN(C(=O)c3ccc(F)cc3)CC2)c1 | 0.1 | 0.9 | -8.3 | 25.0
CCOC(=O)C1=C(C)NC2=C(C(=O)CC(c3cccs3)C2)C1c1coc2ccc(C)cc2c1=O (stereo not given) | 0.2 | -1.8 | 4.5 | 14.9
CC(C)Cc1nc2sc3c(N4CCOCC4)ncnc3c2c2c1COC(C)(C)C2 | 0.1 | 0.3 | -5.8 | 4.7
O=C(Nc1ccc2oc(-c3cc(Br)ccc3Cl)nc2c1)c1ccc(Cl)cc1Cl | 0.1 | -0.7 | -16.9 | -5.8
CCOC(=O)c1sc2nc(SCC(=O)NCCc3ccccc3)n(CCc3ccc(Cl)cc3)c(=O)c2c1C | 0.0 | 1.7 | 2.0 | 9.1
CCOC(=O)C(=NCc1ccc(OC)cc1)NNc1ccc([N+](=O)[O-])cc1 | 0.1 | 1.7 | -4.2 | -4.3

Record cards, from the list above:
COc1ccc(OC)c(Cc2nnc(CCC(=O)N3CCCCC3c3nccs3)o2)c1 (stereo not given) is listed as FBW7 activator = -0.1; GPR151 ag = -0.2; TEAD-YAP block = -50.7; MITF inh = -10.5
CCOC(=O)c1sc2nc(SCC(=O)NCCc3ccccc3)n(CCc3ccc(Cl)cc3)c(=O)c2c1C is listed as FBW7 activator = 0.0; GPR151 ag = 1.7; TEAD-YAP block = 2.0; MITF inh = 9.1

Further results follow:
SMILES | FBW7 activator | GPR151 ag | TEAD-YAP block | MITF inh
N#Cc1ccc(Nc2ncc(Cl)c(Nc3ccccc3C(N)=O)n2)cc1 | 0.1 | -0.5 | 26.5 | 13.6
COc1ccc(C2/C(=C(\O)c3ccc(S(=O)(=O)N(C)C)cc3)C(=O)C(=O)N2CCN2CCOCC2)cc1OC (stereo not given) | 0.1 | 0.5 | -6.2 | 1.4
CC(C)CCn1c(SCc2ccc([N+](=O)[O-])cc2)nc2ccsc2c1=O | 0.3 | 4.6 | 5.0 | 8.4
CC(C)Cn1c(CCC(N)=O)n[nH]c1=S | 0.2 | 0.2 | 1.4 | 19.0
Cc1cccc(NC(=O)c2cc(C(C)(C)C)cc(C(C)(C)C)c2)c1 | 0.1 | 1.0 | 6.9 | 0.5
CCOc1ccc(C(=O)Nc2cc(-c3nn4c(C)nnc4s3)ccc2C)cc1Cl | 0.0 | -0.5 | -13.3 | -1.3
O=C(NCc1nnc(SCC(=O)N2N=C(c3cccs3)CC2c2ccc(F)cc2)n1-c1cccc(Cl)c1)c1ccccc1 (stereo not given) | 0.7 | -0.5 | 0.7 | 8.7
CCOC(=O)c1c(NC(=O)CN(CC)CC)sc2c1CCCC2 | 0.0 | 0.3 | -13.8 | 46.9
O=C(Nc1ccc2[nH]ncc2c1)c1ccnc(OC2CCN(Cc3ccccc3)CC2)c1 | 0.0 | -1.6 | 82.0* | 6.3
O=C(NC(=S)Nc1ccc(Br)cn1)c1cccc(F)c1 | 0.1 | -1.4 | -60.5 | 8.5
COCc1ccc(CN2CCN(Cc3ccsc3)C(CCO)C2)o1 (stereo not given) | 0.1 | -1.5 | -1.3 | 3.0
COC(=O)C1=C(C)NC2=C(C(=O)CC(C)(C)C2)C1c1ccccc1Br (stereo not given) | 0.0 | -1.8 | 15.6 | 14.0
CCCC(=O)c1ccc(N2CCN(C(=O)c3cc(F)c(F)cc3Cl)CC2)c(F)c1 | -0.3 | 2.9 | -2.9 | -16.1
CC(O)(COc1ccccc1)c1ccc2c(c1)CN(Cc1ccccn1)CCO2 (stereo not given) | 0.4 | 0.9 | 4.9 | 12.8
Nc1ccc(S(=O)(=O)c2ccc(N)cc2)cc1 | -0.1&0.0&0.2 | -1.0&-1.5&-1.8 | 4.7 | 5.1&-16.6&23.3
COc1ccc(S(=O)(=O)N(CC(=O)Nc2c(C)cccc2C)c2ccc(C)cc2)cc1 | 0.0 | -1.3 | 1.1 | 11.7
Cc1cccc(/C=C2\N=C(c3cccc(Br)c3)OC2=O)c1 | 0.6 | -0.5 | 6.7 | -2.2
CC(/C=N/NC(=O)NC1CCCCC1)=C\c1ccccc1 | -0.1 | -0.4 | -6.8 | -6.2
O=C(c1cnn2cccnc12)N1CCN(c2cccc(Cl)c2)CC1 | 0.6 | 0.6 | 2.2 | 14.9
O=C(COC(=O)c1ccc2c(c1)C(=O)N(c1cc(C(F)(F)F)ccc1Cl)C2=O)c1ccccc1 | 0.0 | 2.1 | 2.1 | -0.7
COc1ccc(CCNC(=O)CSc2nnc(-c3ccc(C)cc3)c(-c3ccc(C)cc3)n2)cc1OC | 0.1 | 0.8 | 6.4 | 0.3
O=C(NCc1cccnc1)c1ccc2nc(-c3ccc(N4CCOCC4)nc3)sc2c1 | 0.8 | 2.3 | 3.7 | 3.9
CSCC(C)N1CCC(n2nccc2NC(=O)Nc2ccccc2Cl)CC1 (stereo not given) | 0.0 | -0.3 | 1.0 | 6.4
CCC(=O)N1CCc2cc(Br)cc(S(=O)(=O)N3CCCCC3CC)c21 (stereo not given) | 0.0 | -0.5 | -5.0 | 19.9
COc1ccc(-c2cc(N3CCN(CCO)CC3)ncn2)cc1 | 0.2 | -0.2 | 2.2 | -5.1
CS(=O)(=O)N1CCc2cc(C(=O)N3CCCCC3)ccc21 | 0.1 | -0.7 | -7.1 | 2.2
COCCNS(=O)(=O)c1cccc2nsnc12 | -0.2 | 0.0 | -6.4 | -7.2
O=S(=O)(c1cccc(-c2nnc(SCc3ccon3)o2)c1)N1CCCCC1 | -0.1 | 1.9 | -7.8 | -7.7
COc1ccc(S(=O)(=O)Nc2cc(S(C)(=O)=O)ccc2-c2cnn(C(C)C)c2)cc1 | 0.1 | 2.5 | 1.7 | 5.5
CN1C(=O)/C(=C2/SC(=S)N(CCCCCC(=O)O)C2=O)c2ccccc21 | -0.2 | -0.5 | 8.2 | 0.5
CCCNc1nc(N2CCN(Cc3ccc4c(c3)OCO4)CC2)nc2c1ncn2Cc1ccc(C(F)(F)F)cc1 | -0.2 | -0.3 | -5.7 | 7.8
COc1cc(NC(=O)Cc2ccc(OC)c(OC)c2)c2ncccc2c1 | 0.1 | -0.8 | 5.4 | 12.7
Cc1sc(NC(=O)c2ccco2)c(C(c2cccnc2)N2CCN(Cc3ccccc3)CC2)c1C (stereo not given) | 0.0 | 0.9 | 18.6 | -6.3
CC(=O)N(c1ccc(Cl)cc1)c1nc(C)cc(C)c1C#N | 0.0 | 0.1 | -0.7 | 2.1
Cc1cccc2c(=O)c(C(=O)NCc3ccc4c(c3)OCO4)c[nH]c12 | -0.1 | 0.2 | -11.5 | 0.8
O=C(O)c1ccc(NC(=O)c2ccc(Cl)cc2Cl)cc1 | 0.0 | 1.6 | 45.3* | -19.5
COC(=O)c1ccc2c(=O)n(Nc3ccc(Cl)nn3)c(SCc3ccc(C(C)(C)C)cc3)nc2c1 | 0.2 | 2.3 | 10.9 | 8.8
Cc1cc(C)cc(N=C2NC(=O)/C(=C/c3ccc(-c4ccccc4C(=O)O)o3)S2)c1 | -0.2 | -0.9 | -5.5 | -7.0
CCN1/C(=c2/sc3nc4ccccc4n3c2=O)Sc2ccc(OC)cc21 | 0.0 | -0.1 | 2.9 | -21.2
Fc1ccc(CNCCc2nc3ccccc3[nH]2)cc1 | 0.0 | -0.1 | 0.3 | 0.4
COc1ccc(-n2nc3c(c2NC(=O)c2ccc(S(=O)(=O)N4CCCC4)cc2)CS(=O)(=O)C3)cc1 | 0.1 | -0.2 | 0.8 | -0.6
Cc1c(C)n(CC(O)CNCCc2ccccc2)c2ccccc12 (stereo not given) | -0.6 | 0.1 | -0.8 | 5.9
COC(=O)c1ccc2c(=O)n(Cc3ccc(Cl)cc3)c(SCc3nc4ccccc4[nH]3)nc2c1 | -0.1 | -1.3 | 5.7 | -13.2
COc1ccc(CNC(=O)c2cnc3ccc(C)cn3c2=O)cc1 | -0.1 | 0.9 | 4.6 | -10.3
COC(=O)C1=CN(c2cccc(C(F)(F)F)c2)C=C(C(=O)OC)C1c1ccccc1Cl | -0.1 | -1.2 | -0.5 | 9.3
CCc1nnc(NC(=O)Cc2c[nH]c3ccccc23)s1 | -0.1 | -0.3 | 0.9 | 11.5
O=C(c1cc2nc(-c3ccc4c(c3)OCO4)cc(C(F)(F)F)n2n1)N1CCN(C(c2ccccc2)c2ccccc2)CC1 | -0.1 | 0.5 | 4.7 | 7.4
COc1cccc(C2C(C(=O)O)c3ccccc3C(=O)N2C)c1 (stereo not given) | -0.2 | 0.1 | -3.1 | -5.8
NS(=O)(=O)c1ccc(N=Cc2cc(Br)ccc2O)cc1 | 0.0 | -0.5 | -0.1 | -7.5
CC(=O)NNC(=O)CSc1nc(CCc2ccccc2)nc2sc3c(c12)CCCC3 | 0.0 | 1.9 | 3.8 | -5.2

The listing continues.
SMILES | FBW7 activator | GPR151 ag | TEAD-YAP block | MITF inh
CNC(=O)c1cc2c(=O)n3cccc(C)c3nc2n(CCN2CCOCC2)c1=N | 0.0 | -1.1 | -2.5 | 5.1
Cc1ccc(C(=O)COC(=O)c2ccc(C)cc2)cc1 | 0.6 | -0.5 | 2.5 | -7.1
Cc1ccc(NC(=O)NCc2noc3ccccc23)nc1 | 0.0 | -1.5 | 4.2 | 4.3
CCc1ccc(NS(=O)(=O)c2ccc(NC(C)=O)cc2)cc1 | 0.1 | 0.6 | 8.3 | -4.5
COc1ccc(-c2cnn(-c3ccc(OC)cc3)c2)cc1 | 0.3 | -0.8 | -65.8 | 5.9
CCC(CC)C(=O)Nc1c2c(nn1-c1ccc(F)cc1)CS(=O)C2 (stereo not given) | 0.0 | 0.1 | -4.7 | -4.2
COc1cccc(NC2OC(=O)c3ccccc32)c1 (stereo not given) | -0.4 | 1.8 | -7.3 | 2.5
Cc1ccc(N(C(C)C(=O)Nc2ccccc2C(=O)N2CCCC2)S(C)(=O)=O)cc1C (stereo not given) | 1.0 | 0.3 | 13.0 | 17.1
CCOC(=O)C1=CN(Cc2ccc(OC)cc2)C=C(C(=O)OCC)C1c1ccccc1OCC | -0.1 | -0.1 | -1.2 | -4.3
CCCNC(=O)Cc1ccc(-n2c(=O)c3ccccc3n(CC(=O)NC3CCCCC3)c2=O)cc1 | -0.2 | 1.0 | -7.8 | -13.8
Cc1ccc(-c2csc3nc(-c4cccc(Br)c4)oc(=O)c23)cc1 | 0.1 | -0.4 | 2.7 | -0.4
COc1ccc(O[C@H]2C=C[C@@H](c3ccccc3)O[C@@H]2CO/N=C/[C@@H](C)[C@H](OCc2ccccc2)C(C)C)cc1 | 0.0 | -1.0 | nt | 3.1
O=C(Nc1ccc2oc(-c3cc(Cl)ccc3Cl)nc2c1)c1ccccc1I | -0.1 | 0.1 | -4.6 | 5.3
O=C(Nc1sc2c(c1C(=O)N1CCCCC1)CCCCC2)c1ccncc1 | 0.1 | -0.5 | 4.9 | 11.2
CC1=C(C(=O)Nc2ccc(C)cn2)C(c2ccccc2Cl)C2=C(CC(C)(C)CC2=O)N1 (stereo not given) | -0.1 | -0.7 | 3.0 | -1.5
O=[N+]([O-])c1ccc(NCCNCCO)c([N+](=O)[O-])c1 | 0.0 | 0.8 | -0.5 | -18.2
Cc1cc(Cl)c(S(=O)(=O)NC(C(=O)O)C(C)C)cc1OCC(N)=O (stereo not given) | -0.2 | 0.9 | -1.5 | -6.7
O=C1CN(C(=O)COC(=O)C23CC4CC(CC(O)(C4)C2)C3)c2ccccc2N1 | 0.0 | -0.8 | 8.5 | -3.1
COc1ccc(C(=O)CSc2nnc3n(N)cnn23)cc1 | -0.1 | 1.8 | -3.3 | 0.1
Fc1cccc(Nc2nc(N3CCCC3)nc(N3CCCC3)n2)c1 | -0.1 | 1.9 | 0.0 | 0.9
O=C(Nc1cccc(C(F)(F)F)c1)c1cnc2sc3ccccc3n2c1=O | 0.3 | 0.0 | 3.0 | 0.5
Cc1sc2ncnc(Nc3ccc(F)c(Cl)c3)c2c1C | 0.2 | -1.3 | -6.1 | 11.9
O=C(NCc1ccco1)c1ccc2c(c1)N(Cc1c(F)cccc1Cl)C(=O)CS2 | 0.6 | -0.8 | 16.1 | 11.5
COc1ccc(C)cc1S(=O)(=O)NC1CCCCCC1 | -0.1 | -0.7 | 7.2 | -2.9
COc1ccc(OC)c(NC(=O)c2cc(S(=O)(=O)NCc3ccccc3Cl)ccc2F)c1 | 0.6 | -1.9 | -3.7 | -7.8

Assay outcomes deposited in PubChem BioAssay by The Scripps Research Institute Molecular Screening Center.
